Bioassay records (PubChem)
BAZ2B block: BAZ2B (human) inhibition. Potency, µM (highest dose often 114 µM), inactives show top-dose activity change, negative = inhibition, usual class: inhibitors. 4.4% of 360,000 active. Q9UIF8. AID 504333. AlphaScreen BAZ2B-H3K14Ac peptide displacement; also: potency is read from the fitted curve at half-maximal effect; % is scaled to controls: 0 for no effect and ±100 for the full control effect; nearly all actives have a fitted effect of over 60% in size
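AlphaScreen displacement of biotin-H3(5-23)K14Ac peptide (50 nM final) from BAZ2B (50 nM final) in PBS pH 7.4, 0.01% Tween-20; complex preformed 30 min RT, then compounds (top 110 uM) 30 min RT, beads 20 min dark.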
PI4K2A block: PI4K2A (human) kinase inhibition | Q9BTU6 | purified PI4K2A, ADP-Glo luminescence, 1 h; stronger effect = lower value | activity change, negative = inhibition, % at 76.9 µM | 0.13% of 420,000 active; in the data active = activity change below about -50%; inconclusive = mostly about -30% to -49%;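 also: -100% = wells without enzyme as full effect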
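ADP-Glo luminescence measured ADP generated by PI4K2A enzyme (4 ug/mL before mixing) with 1.2 mM PI substrate (pre-mix) and 300 microM ATP (pre-mix). Tris pH7.5 buffer with MgCl2, Triton X-100; 1 h reaction at ambient temperature.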
RGS4 inh: human RGS4 inhibition. Transcreener GDP fluorescence polarization, RGS4-accelerated GTP hydrolysis. 0.039% of 390,000 active. Potency, µM (top dose mostly 114 µM), without a hit: at the highest dose activity change, negative = inhibition, most hits filed as inhibitors. P49798; also: potency is read from the fitted curve at half-maximal effect; % is scaled to controls: 0 for no effect and ±100 for the full control effect; nearly all actives have a fitted effect of over 75% in size; some results filed as inactive show a strong effect at the top dose
Target sequence (P49798 whole entry, looked up): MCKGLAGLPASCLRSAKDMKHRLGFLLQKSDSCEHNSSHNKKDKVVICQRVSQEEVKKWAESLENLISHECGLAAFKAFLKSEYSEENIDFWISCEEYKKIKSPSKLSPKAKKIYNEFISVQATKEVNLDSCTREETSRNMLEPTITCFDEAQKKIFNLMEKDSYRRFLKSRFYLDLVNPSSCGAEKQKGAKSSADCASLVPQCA
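MLSMR compounds (23 nl, pin-transferred) preincubated 10 min at room temperature with a 500nM (2x) first reagent, then RGS4 at 900nM (2x) plus Transcreener GDP mix added; fluorescence polarization (620/688 nm) read before and after 90 min at 30 °C.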
JMJD2A Tudor inh: JMJD2A Tudor domain (human) inhibition | AlphaScreen JMJD2A-Tudor / H3K4me3 peptide binding | O75164 | 4.4% of 390,000 active | Potency, µM (doses to about 114 µM), for inactives: at the highest dose activity change, negative = inhibition, actives largely listed as inhibitors; also: potency is read from the fitted curve at half-maximal effect; % is scaled to controls: 0 for no effect and ±100 for the full control effect; nearly all actives have a fitted effect of over 50% in size
HP1b binding inh: HP1-beta chromodomain-methylated histone interaction inhibition; P83916; AlphaScreen HP1-beta / biotin-H3K9me3 peptide binding; 0.56% of 390,000 active; Potency, µM (doses to about 114 µM), for inactives: at the top dose activity change, negative = inhibition, hits mostly inhibitors; AID 540317; also: potency is read from the fitted curve at half-maximal effect; nearly all actives have a fitted effect of over 70% in size; inactives centre near 23
Target sequence (P83916 whole entry, looked up): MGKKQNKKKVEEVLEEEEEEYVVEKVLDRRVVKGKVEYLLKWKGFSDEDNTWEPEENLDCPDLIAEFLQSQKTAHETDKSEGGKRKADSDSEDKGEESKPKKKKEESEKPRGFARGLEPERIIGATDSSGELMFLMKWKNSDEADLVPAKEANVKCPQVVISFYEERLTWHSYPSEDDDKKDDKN
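HP1-beta protein (50 nM final) preincubated 30 min at room temperature with biotinylated H3(1-18)K9me3 peptide (50 nM) in PBS pH 7.4, 0.01% Tween-20, then compound added for 30 min. AlphaScreen streptavidin donor/nickel chelate acceptor beads (10 ug/mL final), 30 min dark, luminescence read.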
ALOX12 inh: inhibitors of human 12S-lipoxygenase ALOX12. Potency, µM (highest dose often 108 µM), for inactives: top-dose activity change, negative = inhibition, usual class: inhibitors. P18054. 1.1% of 580,000 active. purified 12hLO, xylenol orange hydroperoxide absorbance; also: potency is read from the fitted curve at half-maximal effect; % is scaled to controls: 0 for no effect and ±100 for the full control effect
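Purified human 12hLO (150 nM final) in 25 mM Hepes, 0.01% Triton X-100, pH 7.0 was preincubated 15 min at room temperature with compound. Then 40 uM arachidonic acid was added, 30 min. Hydroperoxide was read by Fe-XO absorbance ratio 573/405 nm.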
ERG Ets-DNA blk: inhibitors of human ERG Ets domain-DNA interaction; P11308; fluorescence polarization, His-ERG Ets domain / labelled DNA; Potency, µM (doses to about 76.9 µM), without a hit: at the highest dose FP activity, negative = inhibition, most hits filed as inhibitors; 0.028% of 370,000 active; AID 624246; active = well fitted inhibition curve with a large enough effect in the polarisation, with a control signal flat; inconclusive = small, poorly fitted or top-dose-only effect, or effect the other way, or a change in a side signal; inactive = no such curve, though single readings can be large or run the other way; the % refers to the polarisation;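 also: polarization taken with two DNA probes labelled with fluorescein and Texas red; potency is read from the fitted curve at half-maximal effect; % of control where 0% means no effect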
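His-tagged ERG Ets domain (1 uM in the protein solution; 300mM KCl, 50mM Tris-HCl, 1mM EDTA, 1mM DTT, pH 7.5) received compound, then a probe mix of 5 nM fluorescein-DNA and 100nM Texas-615-DNA. Fluorescence polarization was read for both dyes.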
G9a block: inhibitors of human histone lysine methyltransferase G9a; 8.8% of 350,000 active; Potency, µM (titrated, usually from 102 µM), for inactives: at the highest dose activity, negative = inhibition, usual class: inhibitors; G9a H3K9 monomethylation, AlphaScreen, 2 h; also: potency is read from the fitted curve at half-maximal effect; % is scaled to controls: 0 for no effect and ±100 for the full control effect; nearly all actives have a fitted effect of over 75% in size
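Methyltransferase reactions run at room temperature for 2 h (20 nM enzyme, 500 nM biotin-H3K9 peptide, 20 uM SAM) after a 15 min compound preincubation; product detected by AlphaScreen beads and anti-H3K9me1 antibody.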
GLS inhibitor: blocks human kidney-isoform glutaminase activity; O94925; GLS enzymatic activity, qHTS titration; Potency, µM (highest dose often 45.5 µM), without a hit: at the highest dose activity change, negative = inhibition, usual class: inhibitors; 0.21% of 410,000 active; AID 624170; also: potency is read from the fitted curve at half-maximal effect; % is scaled to controls: 0 for no effect and ±100 for the full control effect
Target sequence (O94925 whole entry, looked up, canonical isoform): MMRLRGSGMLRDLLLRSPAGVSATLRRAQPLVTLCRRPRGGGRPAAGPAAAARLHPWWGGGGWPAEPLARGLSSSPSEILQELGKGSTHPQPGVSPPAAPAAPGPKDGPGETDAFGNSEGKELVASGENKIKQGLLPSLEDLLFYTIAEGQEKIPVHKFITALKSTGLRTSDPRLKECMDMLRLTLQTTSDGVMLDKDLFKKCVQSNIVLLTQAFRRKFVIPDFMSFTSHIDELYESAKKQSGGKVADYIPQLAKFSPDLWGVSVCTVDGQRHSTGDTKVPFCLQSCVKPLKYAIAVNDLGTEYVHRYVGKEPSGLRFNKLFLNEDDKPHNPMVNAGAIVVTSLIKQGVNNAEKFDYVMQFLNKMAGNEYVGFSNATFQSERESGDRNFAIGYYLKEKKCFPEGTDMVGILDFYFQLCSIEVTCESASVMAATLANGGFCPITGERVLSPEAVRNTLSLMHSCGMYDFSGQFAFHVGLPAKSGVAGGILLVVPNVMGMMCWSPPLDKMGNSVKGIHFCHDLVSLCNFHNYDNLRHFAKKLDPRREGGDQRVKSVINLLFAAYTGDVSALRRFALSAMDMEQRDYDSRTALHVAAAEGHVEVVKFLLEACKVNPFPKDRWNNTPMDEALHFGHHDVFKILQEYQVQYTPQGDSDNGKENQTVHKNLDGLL
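Glutamate formation by hKGA was monitored fluorometrically using coupled glutamate oxidase, HRP and Amplex Red. Substrate was added as 1 mM L-glutamine solution; incubation was 30 min at RT after an initial read.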
The depositor's hits bear a star; ? = inconclusive; nt = no result given; & = joins results of further samples; [ ] = another dose, or the depositor's remark. Unless noted, calls follow the shape of the dose curve; as a rule, active = well fitted curve in the direction sought with a large enough effect; inconclusive = small, poorly fitted or top-dose-only effect, or another doubt; inactive = no such curve, though single readings can be large; an effect the other way counts as inactive or inconclusive.

item | mol | BAZ2B block | PI4K2A block | RGS4 inh | JMJD2A Tudor inh | HP1b binding inh | ALOX12 inh | ERG Ets-DNA blk | G9a block | GLS inhibitor
1 | CCN(C(=S)NC(=O)C1CCCC1)C1CCCCC1 | -18% | -7 | 4% | -9% | 33% | -3% | 6% | -45% | 4%
2 | Cc1c(C(=O)N/N=C/c2ccccc2)[nH]c2c([N+](=O)[O-])cccc12 | 0% | 0 | -8% | -31% | 7% | 0% | -1% | 4% | 9%
3 | C(=C(c1ccccc1)c1ccccc1)c1ccccn1 | 67%[activator] | -4 | 4% | 49%[activator] | 78%[activator] | 5% | 14% | 19%[2.33 µM] | 3%
4 | CC(C)Oc1ccc(C(CC(=O)O)Cc2ccccc2)cc1 (stereo not drawn) | 3% | 1 | 4% | -4% | 57%[activator] | 0% | 0% | 9% | -19%
5 | O=C(O)c1cccc(-n2cccc2/C=C\[N+](=O)[O-])c1 | ? | -5 | -39% | 22µM* | ? | ? | -14% | nt | 103%[activator]
6 | CC(C)c1ccc(NC(=O)C2CCCN(S(=O)(=O)c3ccc4[nH]c(=O)oc4c3)C2)cc1 (stereo not drawn) | -11% | 1 | 18% | -12% | 32% | -4% | 0% | 5%[59 µM] | 1%
7 | Cc1ccccc1/C=C1\CCCc2ccccc2C1=O | 56%[activator] | -26 | 19% | 64%[activator] | 153%[activator] | ? | -10% | 28%[59 µM] | -12%
8 | Cc1ccc(-c2nc(C#N)c(NCc3cccc4c3OCO4)o2)cc1 | ? | 7 | 13% | ? | ? | ? | 1% | 10µM* | 5%
9 | Cc1ccc(N2C(=O)c3cccc4c(N)ccc(c34)C2=O)c2cccnc12 | -14% | 3 | -37% | ? | -5% | -12% | -29% | ? | -2%
10 | CCCn1c(N)c(N(CCOC)C(=O)C(C)Oc2ccc(F)cc2)c(=O)[nH]c1=O (stereo not drawn) | 4% | 1 | -11% | -3% | 21% | -16% | 2% | ? | 0%
11 | CC(=O)c1ccc(NC(=O)C2Cc3ccccc3CN2C(=O)c2ccccc2)cc1 (stereo not drawn) | 4% | 0 | 13% | -34% | 14% | 21% | 2% | ? | 6%
12 | Cc1ccc(C(=O)NC(=S)Nc2cccc3c(C)cc(C)nc23)cc1 | ? | -3 | 12% | -34% | -23% | -15% | -9% | nt | 22%
13 | Nc1ccc(S(=O)(=O)c2ccccc2)nc1 | 0% | -6 | -15% | 6% | 18% | 17% | 15% | 22%[2.33 µM] | -3%
14 | O=C(CCc1c[nH]c2ccccc12)N1CCCC1 | 3% | -7 | -2% | -1% | 17% | ? | 6% | 13% | -2%
15 | CCc1ccc(S(=O)(=O)c2nnn3c2nc(NC2CCCC2)c2sccc23)cc1 | -3% | 3 | -23% | 9% | 46%[activator] | -7% | -2% | -5%[59 µM] | 1%
16 | c1ccc2c(c1)C(=NC1CCCCC1)NC2=NC1CCCCC1 | -1% | -2 | 8% | -19% | 4% | 32µM* | 1% | nt | 4%
17 | O=C(Nc1ccccn1)C1CCCN1S(=O)(=O)c1ccc(Cl)cc1 (stereo not drawn) | -16% | -2 | 1% | -5% | 7% | -19% | -8% | nt | -2%
18 | O=C(CCc1nnc(-c2ccc(-c3ccccc3)cc2)o1)N1CCCCC1 | -9% | 11 | -16% | -6% | 49%[activator] | -14% | 2% | 3% | 3%
19 | CN(C(=O)c1cccc(NC(=O)Cc2cccc([N+](=O)[O-])c2)c1)C1CCCC1 | nt | -6 | 21% | -27% | -2% | -13% | 2% | nt | 2%
20 | O=S(=O)(c1ccc(Cl)cc1)c1nc(-c2cccs2)oc1N1CCCCC1 | 14µM* | 2 | 25% | ? | ? | -22% | 3% | 14µM* | -7%
21 | Cc1ccc(N2C(=O)c3ccccc3C2C(=O)c2cc(C)ccc2O)cc1 (stereo not drawn) | -12% | 1 | -5% | ? | ? | ? | -4% | 7.9µM* | 14%
22 | CN(c1ccc(F)cc1)S(=O)(=O)N1CCCC(C(=O)NCc2cccc(Br)c2)C1 (stereo not drawn) | -4% | -3 | -6% | 13% | 67%[activator] | -8% | -1% | 7%[59 µM] | 0%
23 | O=C(CNc1cc(S(=O)(=O)N2CCOCC2)ccc1N1CCCC1)N1CCc2ccccc21 | ? | -8 | -5% | ? | -11% | 6% | 3% | 35µM* | -26%
24 | Cc1ccc(-n2ncc3c2CCCC3NC(=O)CCC2=NNC(=O)CC2)cc1C (stereo not drawn) | 4% | 0 | -15% | 1% | 14% | 3% | 3% | 72%[activator] | -4%
25 | CN(CC(=O)Nc1ccccc1Br)C(=O)c1ccccc1-c1nc2ccccc2s1 | -19% | 1 | -4% | -27% | 7% | -5% | 4% | nt | 5%
26 | CCOc1ccc(N(CC(=O)NCc2ccccc2Cl)S(=O)(=O)c2c(C)noc2C)cc1 | -17% | 3 | 12% | -7% | 24% | 17% | 1% | 30% | 9%
27 | O=C(CCn1cncn1)N1CCCC(N2CCN(c3cccc(C(F)(F)F)c3)CC2)C1 (stereo not drawn) | 0% | 3 | 16% | -25% | 24% | ? | 2% | nt | 10%
28 | COc1cccc(NC(=O)COC(=O)C2CCCCC2)c1 | nt | -2 | 20% | -3% | 33%[activator] | 216%[activator] | 0% | nt | 2%
29 | CCOc1ccccc1NC(=O)CSC1=NN2CCCC(=O)N=C2S1 | -37% | -4 | 3% | 1% | 18% | 6% | 32%[activator] | 40µM* | -2%
30 | CCOC(=O)CCCNC(=O)CCNC(=O)c1ccc(OCC)cc1 | -4% | 5 | 4% | -11% | 8% | 16% | -5% | 3%[12.7 µM] | 0%
31 | Cc1cc(C)c2c(CN3CCN(CCO)CC3)cc(=O)oc2c1 | -11% | -1 | -15% | 5% | 24% | 0%&8% | -7% | -31%[59 µM] | 1%
32 | COc1ccc(C(=O)Nn2c(SCC(=O)N3CCC(C)CC3)nc3ccccc3c2=O)cc1 | -21%[57.1 µM] | -26 | 20% | -21% | -3% | 0% | 0% | 86%[activator][59 µM] | 0%
33 | CCOC(=O)c1oc2ccccc2c1CN1CCCCC1 | -14% | 0 | -5% | 7% | 25% | -10% | -4% | -42% | -3%
34 | CCOc1cccc(CC(=O)N2CCc3c([nH]c4ccccc34)C2c2ccc(Cl)cc2)c1OCC (stereo not drawn) | -27% | 4 | 2% | ? | 0%[57 µM] | -28% | 10% | -39%[59 µM] | -5%
35 | Cc1ccccc1C(=O)N1CCN(CCc2ccccn2)CC1 | -3% | -4 | -7% | 1% | 45%[activator] | -13% | -4% | 7%[59 µM] | 1%
36 | COc1ccc(NC(=O)c2ccc3c(c2)CCN3S(=O)(=O)c2ccccc2)c(OC)c1 | -22%[57.1 µM] | 5 | -11% | -28% | 11% | 29% | -2% | -12% | 1%
37 | COC(=O)c1ccc(CSc2nc3ccccc3c(=O)n2Cc2ccco2)o1 | -5% | 0 | -26% | -35% | 8% | -2% | nt | 40µM* | 20%
38 | Cc1ccccc1CNC(=O)c1cc(COc2ccc(F)cc2F)on1 | 12% | 1 | 14%[56.9 µM] | 4% | 60%[activator] | -13% | -12% | nt | 1%
39 | CC(=O)Nc1ccc(OCC(O)CN2CCN(Cc3ccccc3)CC2)cc1 (stereo not drawn) | -4% | 10 | 5% | -17% | 17% | 8% | nt | -12% | 26%
40 | Cc1ccc(C)c(NC(=O)CSc2nc3nccnc3c(=O)n2CCc2c[nH]c3ccccc23)c1 | 0% | -4 | 13% | -16% | 17% | -20% | 7% | 1%[59 µM] | 0%
41 | O=C(/C=C/c1ccccc1)CC(=O)c1ccccc1 | nt | 6 | -7% | 5% | 61%[activator] | 2% | 5% | nt | -2%
42 | O=C(COC(=O)c1ccc(O)cc1O)N=c1sccn1Cc1ccccc1Cl | 11% | -4 | -17% | -25% | 5% | -16% | 6% | ? | 3%
43 | COc1ccc(-c2nnc(N(C)C(=O)C3CCCO3)s2)cc1 (stereo not drawn) | -1% | -3 | -23% | -16% | -4% | 10% | 1% | -3%[59 µM] | 0%
44 | c1ccc(-c2csc(-n3cccn3)n2)cc1 | 14% | 1 | -25% | -15% | -6% | -7% | 86%[activator] | ? | 12%
45 | Cc1ccc2[nH]c(C)c(CC(=O)O)c2c1 | -12% | -3 | -14% | -28% | 9% | ? | nt | ? | 15%
46 | Cc1ccc(C)c2[nH]c(=O)c(CCNC(=O)CCc3ccccc3)cc12 | 0% | -6 | -13% | -10% | 40%[activator] | -3% | -1% | -7% | 0%
47 | Cc1cc2oc(=O)cc(CSc3nnc(-c4cccs4)o3)c2cc1C(C)C | -8% | -3 | -21% | 89µM* | -7% | 4% | 4% | 35µM* | -4%
48 | COc1cccc(Nc2ncnc3ccccc23)c1 | -35% | -6 | 2% | -11% | 6% | -8% | nt | ? | 13%
49 | Cc1cc(C)c(NC(=O)CN2C(=O)NC3(CCCCC3)C2=O)c(Cl)c1 | -5% | 3 | 15% | -1% | 8% | -28% | 8% | ? | 9%
50 | N#CCCn1cc(C(=O)N2CCOCC2)c(-c2ccc3c(c2)OCCO3)n1 | -15% | 7 | 5% | -10% | 26% | 8% | 12% | -11%[59 µM] | 18%

A portion of the library. The share of hits here may be higher or lower than overall.
